Rab9 promoter act: qHTS Assay for Rab9 Promoter Activators; Potency, µM (top dose mostly 9.22 µM), inactives show top-dose activation, negative = inhibition, actives largely listed as activators; hit rate 2.8% among 320,000; AID 485297, 2010; Huh7 Rab9 promoter-luciferase reporter, luminescence, 24 h; also: potency is read from the fitted curve at half-maximal effect; % of control where 0% means no effect; nearly all actives have a fitted effect of over 60% in size
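Cells were plated at 1500 per well in reduced-serum medium with 10% FBS and left 2 h. Compound in DMSO was then added for 24 h at 37 °C. Reporter signal was read by luminescence after 10 min with luciferase detection reagent.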
Menin MLL FP TR: qHTS Assay for Inhibitors Targeting the Menin-MLL Interaction in MLL Related Leukemias: Competition With Texas Red Labeled MLL-derived Mutant Peptide. Menin + Texas Red MLL mutant peptide, fluorescence polarization. Potency, µM (top dose mostly 61.6 µM), for the others: top-dose FP activity change, negative = inhibition, actives largely listed as inhibitors. AID 1768, 2009. hit rate 0.23% among 270,000; active = well fitted inhibition curve with a large enough effect in the polarisation, with a control signal flat, not every such curve was filed as active; inconclusive = small, poorly fitted or top-dose-only effect, or effect the other way, or a change in a side signal; inactive = no such curve, though single readings can be large or run the other way; the % refers to the polarisation; also: potency is read from the fitted curve at half-maximal effect; % of control where 0% means no effect; many of its hits are not listed in these tables
ELG1 repair inh: qHTS screen for small molecules that inhibit ELG1-dependent DNA repair in human embryonic kidney (HEK293T) cells expressing luciferase-tagged ELG1. Potency, µM (titrated, usually from 46.1 µM), without a hit: at the highest dose activity change, negative = inhibition, most hits filed as inhibitors. HEK293T ELG1-luciferase reporter, luminescence, 16 h; DNA damage induced by 5-fluorouridine. hit rate 2.3% among 330,000. AID 504467, 2011; also: potency is read from the fitted curve at half-maximal effect; % is scaled to controls: 0 for no effect and ±100 for the full control effect; nearly all actives have a fitted effect of over 55% in size
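HEK293T cells expressing luciferase-tagged ELG1 (2,000/well) received 5-Fluorouridine plus compound or DMSO for 16 hr at 37 °C. Luciferase was read by ONE-Glo luminescence after 30 min at room temperature.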
FLuc modulator: qHTS profiling assay for firefly luciferase inhibitor/activator using purifed enzyme and Km concentrations of substrates (counterscreen for miR-21 project) | Potency, µM (titrated, usually from 57.5 µM), inactives show top-dose activity change, negative = inhibition, most hits filed as inhibitors | hit rate 6.9% among 360,000 | purified FLuc, Km substrates, luminescence inhibition | Luciferin 4-monooxygenase (Photinus pyralis), P08659;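 also: potency is read from the fitted curve at half-maximal effect; plate controls were vehicle for no effect and reference inhibitor for full effect; nearly all actives have a fitted effect of over 55% in size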
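Purified P. pyralis luciferase, 10 nM final, with Km-level 10 uM D-luciferin and 10 uM ATP in 50 mM Tris acetate pH 7.5, 10 mM Mg acetate, 0.01% Tween-20, 0.05% BSA; 6-point qHTS titration about 60 µM downward; luminescence read.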
Gal4-VP16 FLuc: VP16 counterscreen qHTS for inhibitors of ROR gamma transcriptional activity | Drosophila S2 Gal4-VP16 UAS-luciferase, luminescence, 20 h | Potency, µM (top dose mostly 53.6 µM), inactives show at the top dose activity, negative = inhibition, usual class: inhibitors | hit rate 3.5% among 310,000;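 also: Gal4-VP16 expression switched on by copper sulfate through the metallothionein promoter; potency is read from the fitted curve at half-maximal effect; % is scaled to controls: 0 for no effect and ±100 for the full control effect; nearly all actives have a fitted effect of over 50% in size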
RORg inh: qHTS for inhibitors of ROR gamma transcriptional activity | hit rate 5.4% among 310,000 | AID 2551, 2010 | Potency, µM (highest dose often 53.6 µM), for inactives: top-dose activity change, negative = inhibition, actives largely listed as inhibitors | Drosophila S2 Gal4-RORgamma UAS-luciferase reporter, 20 h; also: potency is read from the fitted curve at half-maximal effect; % is scaled to controls: 0 for no effect and ±100 for the full control effect; nearly all actives have a fitted effect of over 60% in size
Target sequence (P51450 whole entry, looked up, the tested form may be a part): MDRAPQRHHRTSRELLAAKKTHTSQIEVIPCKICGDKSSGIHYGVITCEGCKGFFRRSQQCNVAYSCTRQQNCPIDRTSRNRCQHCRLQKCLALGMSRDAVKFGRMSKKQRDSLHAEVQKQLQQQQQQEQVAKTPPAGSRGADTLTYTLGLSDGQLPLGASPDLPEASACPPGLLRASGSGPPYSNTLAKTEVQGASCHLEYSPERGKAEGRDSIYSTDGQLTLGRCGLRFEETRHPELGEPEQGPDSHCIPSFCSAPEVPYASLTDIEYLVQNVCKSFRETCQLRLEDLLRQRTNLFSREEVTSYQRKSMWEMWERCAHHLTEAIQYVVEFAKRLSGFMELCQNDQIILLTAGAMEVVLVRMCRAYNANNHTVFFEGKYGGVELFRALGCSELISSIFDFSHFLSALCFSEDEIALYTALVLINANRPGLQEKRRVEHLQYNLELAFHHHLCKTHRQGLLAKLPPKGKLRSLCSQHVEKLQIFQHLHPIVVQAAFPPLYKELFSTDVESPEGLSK
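Compounds are pin-transferred onto Drosophila Schneider cells expressing a copper-inducible Gal4–ROR gamma transactivation domain fusion. After 1 hr, copper sulfate is added to 700 uM final; luciferase is read 20 hr later.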
NPC1 prom act: qHTS Assay for NPC1 Promoter Activators. Huh7 NPC1 promoter luciferase reporter, 24 h. hit rate 2.4% among 320,000. AID 485313, 2010. Potency, µM (series often up to 9.22 µM), for inactives: top-dose activation, hits mostly activators;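 also: potency is read from the fitted curve at half-maximal effect; % of control where 0% means no effect; nearly all actives have a fitted effect of over 60% in size; reporter is driven by a mutant NPC1 promoter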
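In 1536-well qHTS, Huh7 cells harboring an NPC1 promoter–luciferase construct received compound for 24 h; activation was quantified by luminescence following luciferase reagent addition.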
Mito fusion yeast: qHTS Assay for Small Molecule Inhibitors of Mitochondrial Division or Activators of Mitochondrial Fusion; hit rate 0.23% among 320,000; Potency, µM (titrated, usually from 46.1 µM), for the others: at the top dose growth rescue (activation), most hits filed as activators; S. cerevisiae fusion-defective mutant growth rescue, CellTiterGlo 48 h;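 also: potency is read from the fitted curve at half-maximal effect; % of control where 0% means no effect; nearly all actives have a fitted effect of over 45% in size; temperature-sensitive fusion mutants such as fzo1-1 at 37 °C on non-fermentable ethanol glycerol medium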
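S. cerevisiae fusion-defective temperature-sensitive mutants (e.g. fzo1-1, mgm1-5) grown 48 h at 37C in YPEG (ethanol/glycerol non-fermentable) medium with 23 nl compound per well; growth rescue read as CellTiterGlo luminescence.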
PKM2 activator: qHTS Assay for Activators of Human Muscle isoform 2 Pyruvate Kinase. Pyruvate kinase PKM (Homo sapiens), P14618. purified PKM2, Kinase-Glo ATP luminescence, activation; response scale: 0% is enzyme alone, no compound. Potency, µM (top dose mostly 57.5 µM), for inactives: at the highest dose activation, usual class: activators. hit rate 0.34% among 260,000. AID 1631, 2009; also: potency is read from the fitted curve at half-maximal effect; % is scaled to controls: 0 for no effect and ±100 for the full control effect; nearly all actives have a fitted effect of over 55% in size
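Kinase-Glo luminescence reports ATP generated from ADP (0.1 mM) and PEP (0.5 mM) by purified hPK-M2 after 1 h at room temperature, pH 7.2 imidazole buffer; intermediate enzyme activity allows detecting inhibitors and activators.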
KCNH2 3.1 inh: qHTS for Inhibitors of KCHN2 3.1: Mutant qHTS; Potassium voltage-gated channel subfamily H member 2, brain isoform KCNH2 3.1 (human); U2OS KCNH2 3.1, thallium flux FluxOr; stronger effect = lower value; activity change, % (tested at about 1.8 µM); hit rate 0.95% among 340,000; AID 720553, 2013;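 active = maximum activity change below -70%; inconclusive = maximum activity change from -70% to -50%; inactive = maximum activity change above -50%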;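 also: thallium influx rate constant from kinetic fluorescence after stimulation buffer; % is scaled to controls: 0 for no effect and ±100 for the full control effect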
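Steps: virus added to U2OS suspension (4 h, RT, dark); medium with 10% FBS added, cells plated, 37 C overnight; FluxOr/Red40 loading buffer 45 min RT; stimulation buffer, 2 min kinetic read; rate constant normalized.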
MBNL1-CUG inh: qHTS Assay for Inhibitors of MBNL1-poly(CUG) RNA binding | Potency, µM (titrated, usually from 57.5 µM), for inactives: at the top dose activity change, negative = inhibition, usual class: inhibitors | hit rate 0.036% among 280,000 | TR-FRET MBNL1-His/biotin-(CUG)12 binding, 665/545 ratio; active = well fitted inhibition curve with a large enough effect in the signal ratio, with a control signal flat, not every such curve was filed as active; inconclusive = small, poorly fitted or top-dose-only effect, or effect the other way, or a change in a side signal; inactive = no such curve, though single readings can be large or run the other way; the % refers to the signal ratio; also: potency is read from the fitted curve at half-maximal effect; % is scaled to controls: 0 for no effect and ±100 for the full control effect
Target sequence (Q9NR56 whole entry, looked up): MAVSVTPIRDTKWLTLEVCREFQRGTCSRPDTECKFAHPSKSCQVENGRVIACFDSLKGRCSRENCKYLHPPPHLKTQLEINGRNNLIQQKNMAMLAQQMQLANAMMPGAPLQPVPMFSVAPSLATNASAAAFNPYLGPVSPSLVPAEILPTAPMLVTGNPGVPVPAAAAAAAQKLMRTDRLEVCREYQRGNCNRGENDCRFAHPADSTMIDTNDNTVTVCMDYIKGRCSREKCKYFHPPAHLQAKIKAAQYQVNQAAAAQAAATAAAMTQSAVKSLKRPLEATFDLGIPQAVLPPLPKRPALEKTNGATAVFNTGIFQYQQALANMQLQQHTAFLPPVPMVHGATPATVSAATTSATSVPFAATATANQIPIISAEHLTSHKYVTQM
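TR-FRET between His-tagged MBNL1 and biotin-(CUG)12 RNA, detected with Tb anti-His antibody (0.055 ng/ul) and streptavidin-XL665 (5 nM), 60 min at room temperature. Compounds titrated 92 nM to 58 uM; 665/545 nm ratio normalized to buffer and complex controls.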
Numbers without * were called inactive; ? = inconclusive; nt = not tested or not shown; [ ] = remark or other dose. Unless noted, calls follow the shape of the dose curve; as a rule, active = well fitted curve in the direction sought with a large enough effect; inconclusive = small, poorly fitted or top-dose-only effect, or another doubt; inactive = no such curve, though single readings can be large; an effect the other way counts as inactive or inconclusive. These rows are one share of the data, so the mix of outcomes need not match the whole.

SMILES	Rab9 promoter act	Menin MLL FP TR	ELG1 repair inh	FLuc modulator	Gal4-VP16 FLuc	RORg inh	NPC1 prom act	Mito fusion yeast	PKM2 activator	KCNH2 3.1 inh	MBNL1-CUG inh
C/C(=N/Nc1nc(-c2ccccc2)c(CC(=O)O)s1)c1ccccc1	24%	nt	?	5.4µM*	-9%	11µM*	13%	-4%	10%	-6	2%
CN(C)CCn1c(=N)n(CC(O)c2ccc(Cl)c(Cl)c2)c2ccccc21 (stereo unspecified)	-11%	-20%	?	-2%	-3%	-27%	-4%	1%	-1%	3	-1%
Cc1nn(C)cc1S(=O)(=O)Nc1ncccn1	4%	nt	2%	-2%	-17%	9%	1%	3%	3%	-3	-3%
O=c1[nH]nc(Cc2ccc(-c3cccc(Cl)c3)o2)c2ccccc12	-2%	9%	-9%	3%	-6%	16%	-2%	-5%	-3%	-5	-1%
COCCNC(=O)CN(C(=O)CCC(=O)Nc1ccccn1)c1cc(C)ccc1C	-2%	-9%	0%	1%	-1%	4%	0%	-2%	0%[11.5 µM]	-1	1%
Cc1ccc(C(=O)Nc2ccccn2)cc1S(=O)(=O)N1CCOCC1	0%	nt	15%	-13%	nt	nt	5%	-3%	nt	3	nt
COc1ccc(-c2c(-c3ccccc3OC)sc3ccccc23)cc1OC	-7%	15%	11%	-14%	3%	3%	2%	6%	0%	11	19%
CC(C)[C@@H]1NC(=O)c2cc([N+](=O)[O-])cc(I)c2NCC[C@@H](C(N)=O)NC(=O)[C@H](CO)NC1=O	-1%	9%	-1%	-16%	2%	-28%	-6%	-2%	-6%	nt	?
COc1ccc2nc(SCC(=O)N(C)CC(=O)Nc3ccc(F)cc3)[nH]c2c1	-1%	nt	21%	?	nt	nt	5%	2%	nt	-29	nt
O=C(O)CSc1nnc(CSc2nc3ccccc3s2)n1-c1ccccc1	1%	-5%	-6%	?	2%	-6%	0%	-6%	2%	16	-3%
CCOC(=O)C1=C(COC(=O)c2ccc(Cl)cc2[N+](=O)[O-])NC(=O)NC1C (stereo unspecified)	-7%	nt	19%	-6%	nt	nt	-1%	-11%	nt	11	nt
CC1CCN(CCc2nc3cc(NC(=O)Nc4ccccc4)ccc3n2C)CC1	?	0%	?	17µM*	2%	-3%[10 µM]	?	-3%	-11%	-20	-27%
O=C1c2cccc3cccc(c23)C(=O)N1c1ccccn1	19%	-1%	2%	-5%	-5%	-1%	-3%	0%	4%	-15	?
CCOC(=O)C1=C(C)N=c2s/c(=C/c3ccc(OCC(=O)O)cc3)c(=O)n2C1c1ccc(OC)cc1OC (stereo unspecified)	1%	?	8%	2%	-7%	24%[1.91 µM]	1%	-1%	-14%	6	1%
CCOC(=O)N/N=C\c1ccc(OC/C=C/c2ccccc2)c(OC)c1	8%	nt	10%	12µM*	-7%	-5%	3%	4%	3%	nt	4%
Cc1cc(C)c(-c2cc(C)nc3ncnn23)c(C)c1	0%	-5%	0%	0%	-3%	4%	-2%	-5%	?	3	-2%
O=C(NCCCn1ccnc1)C1CC2CCC1C2 (stereo unspecified)	2%	8%	0%	2%	16%	0%	1%	0%	2%	14	0%
Cc1cnc(NC(=O)CSc2nnc(N)s2)s1	-6%	8%	?	-2%	-15%	3%	-2%	-5%	0%	3	4%
Cc1ccc(-c2nn(-c3ccccc3)cc2CN(C)C(=O)CCC(=O)O)cc1C	-3%	-7%	21%	19µM*	17%	?	-2%	4%	-1%	-4	-15%
O=c1c2ccccc2nnn1Cc1cccc2ccccc12	2%	19%	16%	?	-13%[10 µM]	35%	-3%	2%	3%	-5	7%
Cc1ccn2c(=O)nc(SCC(=O)NCc3ccc4c(c3)OCO4)nc2c1	-1%	nt	1%	5%	nt	nt	-2%	-7%	nt	-4	nt
CC1(C)Cc2nc(-c3ccccc3)nc(SCC(O)CO)c2CO1 (stereo unspecified)	-1%	nt	?	2%	-9%	12%	-1%	2%	4%	4	-7%
Cc1ccc(C)c(NC(=O)CN(C)C(=O)/C=C/c2ccco2)c1	-1%	0%	9%	-3%	11%	19%	-1%	1%	8%	14	6%
Cc1c(NC(=O)c2ccc3c4c(cccc24)CC3)c(=O)n(-c2ccccc2)n1C	1%	nt	?	-5%	-1%	33%	-1%	7%	0%	-2	?
COc1cc(OC)c(C2C(C#N)=C(N)OC3=C2C(=O)CC(C)C3)cc1OC (stereo unspecified)	0%	9%	?	5%	-8%	19%	-5%	-4%	1%	23	15%
O=C(CC1SC(N2CCOCC2)=NC1=O)Nc1ccccc1Cl (stereo unspecified)	1%	nt	0%	nt	nt	nt	-3%	7%	nt	1	nt
Cc1cc2cc(CCNC(=O)CC(C)(C)C)c(=O)[nH]c2cc1C	-3%	-11%	3%	-2%	?	4%	5%	-4%	1%	-1	-1%
Cc1ccc(N/C=C(\[N+](=O)[O-])S(=O)(=O)c2ccccc2)cc1	-2%	-8%	1%	-4%	-15%	-33%	-34%[inhibitor]	-2%	-9%	11	nt
COc1cc(C(=O)Nc2nccs2)c(Br)c(OC)c1OC	-5%	12%	?	3%	12%	-34%	0%	4%	0%	3	-5%
COc1ccc(S(=O)(=O)N2CCN(S(=O)(=O)c3ccc4c(c3)OCCO4)CC2)cc1C	-2%	9%	-16%	1%	3%	4%	1%	5%	3.5µM*	17	-17%
Cc1ccccc1C(=O)NC1CCN(Cc2nnnn2C(C)(C)C)CC1	-1%	8%	3%	-1%	-15%	-2%	-2%	-7%	-2%	-2	-6%
O=C1Nc2cc(S(=O)(=O)N3CCCC3)ccc2N2CCCC12 (stereo unspecified)	-1%	?	2%	4%	0%	10%	-1%	-1%	28%	13	1%
COc1ccc(NC(=O)C2CC(c3ccc(OC)c(OC)c3)=NO2)cc1OC (stereo unspecified)	2%	nt	-9%	1%	9%	?	-1%	-1%	18%	-1	14%
Cc1cc(N2CCN(c3nc4ccccc4s3)CC2)n2ncnc2n1	-28%	1%	?	-7%	11µM*	?	-28%	0%	-3%	-72*	8%
Cc1nnc(SCC(=O)N(Cc2ccccc2)C(C)C)n1-c1ccccc1	2%	-10%	0%	-2%	-6%	-11%	0%	-1%	0%	6	0%
C/C=C/C(=O)N1CC2(CC(c3cccc(NC(=O)/C(C)=C/C)c3)=NO2)C[C@H]1C(N)=O (stereo partly specified)	-6%	nt	6%	2%	1%	6%	-3%	15%	0%	-9	1%
C#CCOCCOCCOCCNc1nc(N2CCN(C(=O)Cn3cc(CCCN=C(N)N)nn3)CC2)nc(N2CCN(C(=O)[C@H](C(C)C)n3cc(CCO)nn3)CC2)n1	-4%	-3%	0%	-16%	-3%	3%	-4%	-3%	0%	-2	-5%
Cc1ccc(Sc2ccc(CN3CCCC3)cc2[N+](=O)[O-])cc1	-12%	-5%	3%	2%	-8%	23%	-2%	-2%	1%	-93*	?
O=C1C2=C(C(=O)c3ccccc31)C1O[C@](CCCCN3C(=O)c4ccccc4C3=O)(Cc3c1ccc1ccccc31)O2	0%[1.84 µM]	3%[11.7 µM]	nt	-6%[11.5 µM]	4%[10 µM]	-7%[10 µM]	-4%[1.84 µM]	-6%[9.22 µM]	7%[11.5 µM]	nt	6%[11.5 µM]
O=C(COC(=O)c1ccccc1-n1cnnn1)c1ccc(Br)cc1	-1%	nt	?	5.4µM*	nt	nt	-3%	2%	nt	-1	nt
O=C(NC12CCC(O)C(SC1)/C2=N/O)c1ccccc1 (stereo unspecified)	7%	-6%	0%	2%[2.3 µM]	-2%	22%	5%	0%	-1%	-6	-3%
O=CNCCc1nc2ccccc2n1CCc1ccccc1	-7%	-1%	7%	2%	-2%	12%	-1%	-6%	1%	-5	-1%
CCCCOc1ccc(-c2nnn(CC(=O)Nc3ncc(CC(=O)OCC)s3)n2)cc1	2%[1.84 µM]	9%	-11%	?	6%	9%	-2%	-7%	1%	-6	-6%
CCCCNC(=O)COC(=O)c1cc(S(=O)(=O)N2CCCCCC2)ccc1OC	-1%	-20%	?	6%	2%	-14%	-1%	3%	3%	-12	-4%

Assay outcomes from PubChem.
